INS promoter inh: inhibitors of insulin promoter-driven GFP, primary screen, imaging, TRM-6 cells (human fetal islet line), eGFP reporter, cell count; reporter expression induced with tamoxifen; inhibition, % at 2 µM; 130,000 compounds, 0.9% hits;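 active = inhibition above the mean plus 3 SD, with well images judged a real hit on visual review, cut at about 60% in these data, passing the limit was not always enough; inconclusive = inhibition over the cutoff but images rejected on review; inactive = inhibition not above the cutoff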
SDO1 yeast rescue: growth rescue of sdo1-depleted yeast, primary screen, S. cerevisiae, bone marrow failure model | 140,000 compounds, 0.21% hits | z-score at 10 µM | AID 817, 2007 | S. cerevisiae sdo1-depleted JHY4D growth rescue, OD600 30 h; hits give high values; pdr5 snq2 efflux-pump mutant strain;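 active = z-score above 3 at both the 24 hr and the 30 hr optical density reads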;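 also: z-score against mean and SD of all compound wells on the same plate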
SDO1 yeast rescue Rescue 24 h: further read-out of SDO1 yeast rescue, marked with its call; z-score; S. cerevisiae sdo1-depleted JHY4D growth rescue, OD600; measured here: growth rescue at 24 h;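 0 is the plate mean of compound wells and units are plate SD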
An asterisk follows results filed as active; ? = inconclusive; . = not tested or not shown.

SMILES	INS promoter inh	SDO1 yeast rescue	SDO1 yeast rescue Rescue 24 h
Fc1ccc(-c2nnc(CSc3nnc4ccccn34)o2)cc1	11	1.5	0.32
COC(=O)COc1ccc(S(=O)(=O)NCc2ccncc2)cc1	38	0.91	1
CCOC(=O)c1cccc(NC(=O)CSc2nc3ccccc3c(=O)n2CC)c1	-17	-0.64	0.04
Cc1ccc(-c2csc(NC(=O)Cc3cccs3)n2)cc1C	17	0.15	1.5
O=C(NC1CCCCCC1)C1c2ccccc2C(=O)N1CCCN1CCOCC1 (stereo not given)	-35	-0.22	-0.49
CCC(=O)c1ccc(OCc2ccccc2)c(OC)c1	-27	-0.83	-0.74
CCOC(=O)c1c(N)sc(C(O)(C(F)(F)F)C(F)(F)F)c1-c1ccc(F)cc1	-22	-1.3	-1.4
O=C(CC12CC3CC(CC(C3)C1)C2)N/N=C/c1ccc([N+](=O)[O-])o1	.	-2.3	-1.9
Cc1c(C#N)c(N=CN(C)C)c(C(=O)c2ccccc2)n1-c1ccc(Br)cc1	-32	-0.69	-0.34
COc1ccc(S(=O)(=O)N(CC(=O)O)c2ccccn2)cc1	33	2.2	2.1
COc1ccc(CCN(Cc2nc(-c3ccccc3)no2)Cc2nc(-c3ccccc3)no2)cc1OC	0	-0.19	0.84
COc1ccc(Cl)cc1NC(=O)/C=C\C(=O)O	.	-0.65	-0.71
CCn1cc(Br)c(C(=O)Nc2ccc(C(=O)OC(C)C)cc2)n1	41	-0.31	0.55
Cc1ccc(C)c(NC(=S)NNC(=O)c2csc(C)c2)c1	-43	0.83	0.63
Cn1c(CCCNC(=O)c2ccccc2)nc2ccccc21	45	0.91	0.82
CCOC(=O)C1CCCN(C(=S)Nc2ccc(Nc3ccccc3)cc2)C1 (stereo not given)	11	.	.
COCc1cc(C)nc2sc(C(=O)N3CCN(c4ccccc4)CC3)c(N)c12	.	-1.3	-1.2
COCC(C)n1c(SCc2cc(=O)n3cc(C)ccc3n2)nc2ccccc2c1=O (stereo not given)	-8	.	.
Nc1nn(S(=O)(=O)c2cccc3nsnc23)cc1-c1ccc(Br)cc1	-86	-0.85	-0.32
COc1cc2[nH]c(=S)nc(NCCCOC(C)C)c2cc1OC	.	0.64	0.14
O=C1CSC(c2c(F)cccc2Cl)N1c1cccc(F)c1 (stereo not given)	-50	-1.2	-1.1
O=S(=O)(c1ccc(-c2csc(Nc3ccc(Br)cc3)n2)cc1)N1CCCC1	27	0.37	1.6
COc1ccc(OC)c2sc(NNC(=O)COc3ccccc3)nc12	-6	.	.
CCOc1ccc2ncc(S(=O)(=O)c3ccc(C)cc3)c(N3CCC4(CC3)OCCO4)c2c1	.	-0.99	-1.1
Clc1ccc(OCCN2CCCCC2)cc1Cl	-8	0.31	0.05
O=C(NCCCn1ccnc1)C1CC(c2cccc(Br)c2)=NO1 (stereo not given)	38	-0.41	-0.04
N#CC(C(=O)Nc1ccccc1)=C1CCCCC1	.	0.17	-0.26
CN(C)c1ccc(N=Nc2ccccc2C(=O)OCC(=O)N(C)c2ccccc2)cc1	.	-0.65	-1.2
Cc1cc(C)c2[nH]c(=O)c(CN(CC3CCCO3)S(=O)(=O)c3ccc4c(c3)OCCO4)cc2c1 (stereo not given)	24	-1.2	-1.2
Cc1[nH]c2ccccc2c1/C=N/NC(=S)NC(C)C	12	.	.
O=C(Nc1ccccc1)OCc1cn(-c2ccc(Cl)cc2)nn1	-6	0.24	0.73
CCOC(=O)c1c(NC(=S)NC(=O)c2ccc(Cn3cc(Cl)cn3)o2)sc2c1CCC(C)C2 (stereo not given)	.	-0.38	-0.35
O=C(O)C1CC=CCC1C(=O)Nc1ccccc1 (stereo not given)	33	-0.27	-0.78
O=C(CN1C(=O)CSc2ccc(S(=O)(=O)N3CCOCC3)cc21)NCCCN1CCOCC1	-58	.	.
CCC(C)NCC(=O)Nc1cc(S(=O)(=O)N(CC)c2ccccc2)ccc1Cl (stereo not given)	-108	-0.8	-1.4
CN(C)c1cccc(C(=O)NNC(=O)NC2CCCCC2)c1	.	0.92	0.76
COC(=O)/C=c1/s/c(=C(/C#N)C(=O)NCc2ccccc2)n(-c2ccccc2)c1=O	41	1.6	2.4
c1ccc(Nc2nc(-c3cccs3)cs2)nc1	33	-3	-1.4
O=C(c1ccc2ccccc2c1)N1CCN(S(=O)(=O)/C=C/c2ccccc2)CC1	-162	.	.
CC1(C)Cc2ccccc2-c2nnc(SCc3ccccc3)n21	-487	-1.3	-1.1
Cc1ccc(NC(=O)Cn2nnc(C(=O)NCc3ccco3)c2N)cc1	-12	-0.99	0.06
COc1ccc(N=C2SC(C(=O)Nc3ccc(OC)cc3)CC(=O)N2CCN2CCOCC2)cc1 (stereo not given)	0	0.61	-0.16
Cn1c(CSc2ncccn2)nnc1SCC(=O)N1CCCCC1	-39	-0.46	-1.1
COc1cc2c(cc1OC)C1=NC(=O)CN1C(SCc1ccccc1C)=N2	14	-1.3	-1
CCCCCCNc1cc(C)oc(=O)c1C(C)=O	57	-0.27	-0.34
CN=c1scc(-c2cccs2)n1/N=C/c1ccc(O)c(O)c1O	.	0.33	0.53
O=C(NCCc1ccccc1)c1cc(=O)c2ccccc2o1	6	.	.
O=C(NCCOc1ccccc1F)c1cc(F)c(F)cc1Cl	-44	0.49	0.49

Single records (already shown). Screens in order: INS promoter inh, SDO1 yeast rescue, SDO1 yeast rescue Rescue 24 h
COc1cc2c(cc1OC)C1=NC(=O)CN1C(SCc1ccccc1C)=N2 across the screens: 14, -1.3, -1
COc1ccc(N=C2SC(C(=O)Nc3ccc(OC)cc3)CC(=O)N2CCN2CCOCC2)cc1 (stereo not given) across the screens: 0, 0.61, -0.16
O=C(NCCOc1ccccc1F)c1cc(F)c(F)cc1Cl across the screens: -44, 0.49, 0.49

New compounds follow:
SMILES	INS promoter inh	SDO1 yeast rescue	SDO1 yeast rescue Rescue 24 h
COc1ccc(NC(=O)C2C3C=CC(C3)C2C(=O)NCc2ccco2)cc1 (stereo not given)	.	0.86	-0.02
O=C1C(=O)c2ccc(-c3ccccc3)cc2-c2ccccc21	45	-2.1	-0.23
CCCOC(=O)c1ccc(Oc2c(-c3ccc(OCC)cc3O)n[nH]c2C)cc1	-29	-0.77	-0.98
COC(=O)c1ccc(NC(=S)NNC(=O)CC(C)C)cc1	.	-0.25	-1.8
N#Cc1ccccc1S(=O)(=O)c1ccccc1C(=O)Nc1ccccc1	-55	.	.
CCOC(=O)c1[nH]c2ccc(F)cc2c1NC(=O)C1=COCCO1	.	-0.47	-0.67
O=C(COc1ccc(S(=O)(=O)NC2CCCCC2)cc1Cl)Nc1ccc2c(c1)OCO2	-46	-1.1	-1.1
CC(C)c1nc2n[nH]c(N)c2c2c1CCC2	54	-0.23	-0.46
CCOC(=O)C1(C)NC(c2ccc(OC)cc2OC)C2C(=O)N(CC)C(=O)C21 (stereo not given)	33	.	.
Cc1c(-c2ccco2)[n+](=O)c2c(n1[O-])CCC2	25	0.7	-0.09
COc1cccc(-c2cc(C(=O)Nc3cccnc3)no2)c1	25	-0.98	-0.58
Cc1ccc(S(=O)(=O)N2CCOC2CNC(=O)C(=O)NCc2cccnc2)cc1 (stereo not given)	17	0.51	0.48
O=C(Cn1c(SCc2ccccc2)nc2ccccc21)N1CCOCC1	-17	-0.41	-0.58
c1ccc(-c2ccc(Oc3cc(N4CCOCC4)nc(-c4ccccc4)n3)cc2)cc1	-9	-1.3	0.02
CN(C)C(/C=C/Nc1ccc(C#N)cc1)=C(C#N)C#N	48	-0.06	-0.72
COc1ccccc1NS(=O)(=O)c1cc([N+](=O)[O-])ccc1N/N=C/c1c(C)[nH]c2ccccc12	-260	-1.5	-0.73
COC(=O)c1cc2ccsc2n1CC(=O)N(C)C1CCCCC1	-50	-0.56	-0.52
CC(=O)Nc1ccc(SCC(=O)c2cc(C)n(Cc3cccs3)c2C)cc1	57	-1.3	-0.65
Cc1cc(C)cc(-n2nnn(C3C/C(=N/NC(N)=S)C4OCC3O4)c2=S)c1 (stereo not given)	18	.	.
Cc1csc(NC(=O)CSc2nnc(NC(=O)COc3ccc(Cl)cc3)s2)n1	19	0.57	0.42
COc1ccc2[nH]c(=O)c(C(c3nnnn3C(C)(C)C)N(Cc3ccco3)CC3CCCO3)cc2c1 (stereo not given)	29	0.34	0.75
CCOC(=O)C1C(=O)CC(C)(O)C(C(=O)OCC)C1c1cccs1 (stereo not given)	-29	0.56	-0.44
COc1cc(CNCCO)ccc1OC1CCCC1	47	0.64	0.19
COC(=O)C(NNc1ccccc1)(NC(=O)c1ccccc1F)C(F)(F)F (stereo not given)	.	1	8.5
CCOC(=O)CCc1c(C)nc(-n2[nH]c(C)c(CCO)c2=O)[nH]c1=O	64	.	.
CCOC(=O)c1cccc(NC(=O)CCS(=O)(=O)c2cccc3nsnc23)c1	.	-0.37	-1.1
CC(C)(C)NC(=O)c1ccc(NC(=O)C2COc3ccccc3O2)cc1 (stereo not given)	-9	0.09	-0.02
CCOC(=O)N1CCN(C(=O)CSc2nc3c(c(=O)n2-c2ccccc2OC)SCC3)CC1	-33	0.76	0.95
COC(=O)c1ccccc1NC(=O)NCc1ccccn1	1	0.47	0.23
C=CCn1c(COc2ccc(Cl)cc2)nnc1SCC(=O)NCC(=O)OCC	-92	0.18	-0.82
O=C(Nc1ccccc1)c1nn(-c2ccccc2)c(=O)cc1C(F)(F)F	7	-1.1	0.44
O=C(NCc1ccccc1)c1cc(=O)[nH]c2ccccc12	0	-0.16	-0.15
O=C1/C(=C/c2cccs2)N=C(c2cccs2)N1Nc1ccccc1	0	-1.9	-0.98
Cc1ccc(-c2nc(NCC3CCCO3)sc2C)cc1 (stereo not given)	-18	.	.
Cc1ccc2c(Cl)cc(Cl)c(OCC(=O)Nc3ccc(C)c(S(=O)(=O)N(C)C)c3)c2n1	.	-0.19	0.39
Cc1c(NC(=O)CCN2C(=O)c3ccccc3C2=O)c(=O)n(-c2ccccc2)n1C	0	-0.69	-0.8
O=C(N/N=C/c1cn[nH]c1-c1ccccc1)c1ccco1	46	.	.
CC(C)c1nnc(NC(=O)CCC(=O)N2CCN(C3CCCCC3)CC2)s1	.	0.09	-0.73
Cc1ccc(S(=O)(=O)N(C)CC(=O)N2CCc3ccccc32)cc1	27	-0.26	0.13
CCOc1ncccc1C(=O)OCc1ccc([N+](=O)[O-])cc1	20	.	.
Cc1ccc(S(=O)(=O)N2CCCOC2CNC(=O)C(=O)NCc2cccnc2)cc1 (stereo not given)	.	-0.3	-0.32
Cc1nc2ccccn2c1C(=O)NN=C1C2CC3CC(C2)CC1C3	-22	0.63	0.22
CCOc1ccc(S(=O)(=O)NCCC(=O)OC(C)C(=O)N2CCc3ccccc32)cc1 (stereo not given)	.	-0.16	-0.65
CCCCn1c(=O)[nH]c(=O)c2c1nc(-c1ccncc1)n2CCOC	-21	1.1	0.91
O=C(Nc1ccccc1)N1CCCC1	6	-0.68	-1.1
CCn1c(NC(=O)Nc2ccccc2OC)nc2ccccc21	-109	-0.23	-0.49
CS(=O)(=O)N(Cc1ccco1)CC(O)Cn1c2ccccc2c2ccccc21 (stereo not given)	-13	-1.4	-0.91
Cc1ccc(S(=O)(=O)N(C)CCCC(=O)NCc2ccc3c(c2)OCO3)cc1	37	0.27	-0.24
CCOc1ccccc1N1CCN(S(=O)(=O)c2cccc3nsnc23)CC1	-82	-0.65	2.4
Cc1ccc(C23OC(=O)C(C)(C)C2OC(=O)C3(C)C)cc1 (stereo not given)	33	-0.19	-0.72
CC1(C)CC(=O)C2=C(C1)OC(N)=C(C#N)C21CCN(C(=O)OCc2ccccc2)CC1	22	-0.12	0.33
O=C(Nc1cccc(Cl)c1)Nc1nccs1	?	0.51	0.67
C=CCN1CC(c2nc3ccccc3n2Cc2ccccc2)CC1=O (stereo not given)	-41	0.41	0.46
CC(C)c1nccn1S(=O)(=O)c1cccc([N+](=O)[O-])c1	22	-0.13	-0.44
CCOC(=O)c1nnn(-c2nonc2N)c1CN(CC)c1ccccc1	-32	-0.51	-0.2
O=C(Cn1cccc1C(=O)c1ccccc1)NCc1cccs1	.	0.8	0.91
CN(C)CCCN1C(=O)C(=O)/C(=C(/O)c2ccncc2)C1c1cccc(Br)c1 (stereo not given)	11	-0.26	-1.9
NC(=O)c1ccsc1NC(=O)C1CCCCC1	.	-0.01	-0.1

Gathered by group, those above containing a Cl atom.
SMILES	INS promoter inh	SDO1 yeast rescue	SDO1 yeast rescue Rescue 24 h
COc1ccc(Cl)cc1NC(=O)/C=C\C(=O)O	.	-0.65	-0.71
O=C1CSC(c2c(F)cccc2Cl)N1c1cccc(F)c1 (stereo not given)	-50	-1.2	-1.1
Clc1ccc(OCCN2CCCCC2)cc1Cl	-8	0.31	0.05
O=C(Nc1ccccc1)OCc1cn(-c2ccc(Cl)cc2)nn1	-6	0.24	0.73
CCOC(=O)c1c(NC(=S)NC(=O)c2ccc(Cn3cc(Cl)cn3)o2)sc2c1CCC(C)C2 (stereo not given)	.	-0.38	-0.35
CCC(C)NCC(=O)Nc1cc(S(=O)(=O)N(CC)c2ccccc2)ccc1Cl (stereo not given)	-108	-0.8	-1.4
O=C(NCCOc1ccccc1F)c1cc(F)c(F)cc1Cl	-44	0.49	0.49
O=C(COc1ccc(S(=O)(=O)NC2CCCCC2)cc1Cl)Nc1ccc2c(c1)OCO2	-46	-1.1	-1.1
Cc1csc(NC(=O)CSc2nnc(NC(=O)COc3ccc(Cl)cc3)s2)n1	19	0.57	0.42
C=CCn1c(COc2ccc(Cl)cc2)nnc1SCC(=O)NCC(=O)OCC	-92	0.18	-0.82
Cc1ccc2c(Cl)cc(Cl)c(OCC(=O)Nc3ccc(C)c(S(=O)(=O)N(C)C)c3)c2n1	.	-0.19	0.39
O=C(Nc1cccc(Cl)c1)Nc1nccs1	?	0.51	0.67

Bioassay records as filed in PubChem BioAssay.
